# Screening results from PubChem.
# E coli growth – bacterial growth inhibition, counter-screen for AddAB inhibitors. E. coli V3065 growth, OD600 absorbance, 18 h. inhibition, % at 11.9 µM. actives 0.27% (n = 330,000). AID 449728;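 active = inhibition above the campaign's mean inhibition across all tested compounds plus 3 SD, cut at about 9.9% in these data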;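 note: uninfected addAB+ strain grown without phage in ampicillin broth; 0% = DMSO wells and 100% = ciprofloxacin 0.95 µg/ml wells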
# MITF TRPM1 HTS – MITF TRPM1 promoter activation in melanoma cells; activation, % at 12.5 µM; AID 588334; SK-MEL-5 TRPM1-promoter luciferase, 24 h; % of positive control, neutral wells = 0; actives 0.75% (n = 300,000);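 active = mean activation of at least 80% with every replicate also reaching 80%; inconclusive = mean reaches 80% but some replicate falls short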;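 note: 0% = neutral control wells and 100% = parthenolide positive control wells; values of inactives mirror those of a sister screen read the other way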
# phage Ecoli inh – E. coli growth loss with phage present; actives 0.26% (n = 360,000); growth absorbance; AID 651602; inhibition, % at 11.9 µM; in the data active = inhibition above about 11%
# SR-BI DiI inh – mouse SR-BI HDL lipid transfer inhibition | Q61009 | ldlA[mSR-BI] CHO cells, DiI-HDL uptake fluorescence, 3 h | inhibition, % at 12.5 µM | actives 0.96% (n = 320,000) | AID 488896;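 active = mean replicate inhibition of at least 70% and a set share of replicates each scoring 70 or more; inconclusive = meets just one of the two criteria; inactive = fails both criteria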;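 note: 0% = median of neutral control wells and 100% = median of positive control wells; values of inactives mirror those of a sister screen read the other way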
# Target sequence (Q61009 whole entry, looked up): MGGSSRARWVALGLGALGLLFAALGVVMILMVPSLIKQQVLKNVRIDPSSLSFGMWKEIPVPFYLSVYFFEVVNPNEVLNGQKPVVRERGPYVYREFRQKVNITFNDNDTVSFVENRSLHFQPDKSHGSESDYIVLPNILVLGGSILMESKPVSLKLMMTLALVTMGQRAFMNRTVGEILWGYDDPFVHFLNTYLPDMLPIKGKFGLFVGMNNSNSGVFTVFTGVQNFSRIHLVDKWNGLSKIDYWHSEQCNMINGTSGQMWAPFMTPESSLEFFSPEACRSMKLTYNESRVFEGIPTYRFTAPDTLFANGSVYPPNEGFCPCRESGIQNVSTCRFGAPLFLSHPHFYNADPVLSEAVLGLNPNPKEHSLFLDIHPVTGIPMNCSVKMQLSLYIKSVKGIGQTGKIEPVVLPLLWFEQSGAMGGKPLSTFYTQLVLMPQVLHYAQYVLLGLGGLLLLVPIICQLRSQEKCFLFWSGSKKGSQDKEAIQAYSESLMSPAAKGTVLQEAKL
# AddAB inh – less growth of phage-infected E. coli with AddAB; E. coli expressing H. pylori AddAB, absorbance growth; actives 0.29% (n = 330,000); inhibition, % at 11.9 µM; in the data active = inhibition above about 12%;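 note: 0% = vehicle wells of infected cells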
# Wnt bcat act – activates Wnt/beta-catenin signaling in a reporter cell assay. activator, plate reader. activation, % at 9.35 µM. actives 1.2% (n = 300,000). AID 743398; in the data active = activation above about 30%, passing the limit was not always enough; inconclusive = no clear call, values can overlap the other calls;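 note: 0% = neutral control wells and 100% = positive control wells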
# Tat transport – blocks Tat-dependent protein export in E. coli; E. coli MC4100 TorA-mCherry Tat export, fluorescence; inhibition, % at 10 µM; actives 0.036% (n = 340,000);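 active = mean replicate inhibition at least 50% and at least half of replicates individually reaching 50%; inconclusive = only one of the two criteria met; inactive = neither criterion met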;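 note: exported cargo escapes ClpAP degradation while cytoplasmic cargo is degraded and loses fluorescence; 0% = median of neutral control wells and 100% = median of NaSCN control wells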
# CAL PDZ FP-1 – inhibitors of human CAL PDZ peptide binding | Q9HD26 | purified CAL PDZ, TMR-peptide fluorescence polarization, 1 h | inhibition, % at 20 µM | actives 0.02% (n = 330,000) | AID 504414;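 active = highest replicate inhibition of at least 40%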;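 note: plate controls were DMSO neutral control wells for no effect and unlabeled competitor peptide control wells for full effect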
#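 Material – purified CerCALP PDZ construct · Detection – FP readout, S and P plane fluorescence · Measure – percent inhibition from loss of millipolarization · Controls – unlabelled peptide for full inhibition, DMSO wells as neutral · Probe or stimulus – TMR-labelled reporter peptide T*-PRC34 bound in PDZ groove · Times – 1 h at RT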
# CAL PDZ FP-2 – CAL PDZ (human) peptide binding inhibition. purified CAL PDZ, TMR-peptide fluorescence polarization, 1 h. inhibition, % at 24.9 µM. AID 602252. actives 0.92% (n = 300,000);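 active = mean inhibition of at least 30% with at least half of replicates also reaching 30%; inconclusive = no clear call, values can overlap the other calls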;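 note: 0% = DMSO neutral control and 100% = excess unlabeled competitor peptide PRC23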
# SR-BI DiI-HDL act – SR-BI HDL lipid transfer activation; CHO ldlA[mSR-BI] cells, DiI-HDL uptake fluorescence, 3 h; 100 = double the neutral-control signal; activation, % at 12.5 µM; actives 0.096% (n = 320,000);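 active = mean replicate activation of at least 60% and every replicate at or above 60%; inconclusive = mean or all-replicate condition met, but not both; inactive = mean below 60% and not all replicates reaching 60%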;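 note: 0% = median plate neutral-control signal and 100% = twice that signal; values of inactives mirror those of a sister screen read the other way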
#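 System: LDL receptor-deficient CHO ldlA cells overexpressing murine SR-BI | Timing: 3 h uptake period with compound, 37 °C | Medium: HEPES-buffered (25 mM, pH 7.4) F12 plus 0.5% BSA | Dosing: Single-point compound dose | Signal: Bottom-read fluorescence, 550/595 nm | Read-out: Retained DiI signal reflecting DiI-HDL uptake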
# * marks the source's active call; other numbers are inactive results; ? = inconclusive; · = no result given; & = joins results of further samples. Hits appear at their usual frequency; 3.6% or so of the library scored in one or more.
SMILES,E coli growth,MITF TRPM1 HTS,phage Ecoli inh,SR-BI DiI inh,AddAB inh,Wnt bcat act,Tat transport,CAL PDZ FP-1,CAL PDZ FP-2,SR-BI DiI-HDL act
Cc1ccc2c(CC(=O)N3CCN(S(=O)(=O)c4cccs4)CC3)coc2c1,-0.6,·,0.9,-3.8,1.1,-2.1,9.3,-1.1,-11.1,3.8
Cc1cc(N2CCN(c3ccccc3)CC2)nc(-n2nc(C)cc2C)n1,1.9,-0.2,-0.6,23.9,1.5,·,9.8,1.4,·,-23.9
CN(C)c1ccc(O)c2c1CC1CC3C(N(C)C)C(=O)C(C(N)=O)=C(O)[C@@]3(O)C(=O)C1=C2O (some centres undefined),101.2*,-26.1,98.6*,-7.7,99.0*,1.5,149.6*,0.7,-4.1,7.7
NS(=O)(=O)c1ccc(CCNC(=S)Nc2ccccc2)cc1,1.1,-0.1,1.1,26.8,4.2,·,-2.9,-1.1,-5.5,-26.8
CCOC(CNc1ncnc2sc(-c3ccccc3)cc12)OCC,1.4,33.4,1.5,24.2,0.8,2.6,2.4,-4.4,-10.0,-24.3
COC(=O)CN1C(c2ccc(Cl)cc2)=Nc2ccc(Cl)cc2C1c1ccccc1 (centres undefined),-1.3,-1.4,-2.7,10.3,1.6,·,4.4,-1.3,0.2,-10.3
O=C(O)c1ccc(CNC(=O)c2ccc(S(=O)(=O)N3CCCCC3)cc2)cc1,-0.3,5.3,0.6,-16.5,1.2,0.8,0.8,0.7,·,16.4
CC(=O)Nc1ccc(S(=O)(=O)NCc2nc(-c3ccc(C)cc3)no2)cc1,-1.2,9.5,-4.1,-4.6,2.7,0.1,-2.5,-1.1,21.4,4.6
Cc1onc(-c2ccccc2)c1C(=O)Nc1cccc(S(=O)(=O)NC2=NCCC2)c1,-2.5,2.8,-0.5,9.5,-0.8,0.5,-6.7,-0.8,-3.9,-9.5
COc1ccc(OC)c(C(=O)NC(CC(N)=O)c2ccc(NC(C)C)c([N+](=O)[O-])c2)c1 (centres undefined),0.6,-3.8,0.4,14.1,2.1,6.7,4.8,0.6,1.2,-14.1
COc1nccnc1NS(=O)(=O)c1ccc(NCc2cc(Br)ccc2O)cc1,1.8,77.4,3.6,·,4.4,17.4,1.2,-0.8,4.3,·
Cc1cc(=O)n2[nH]c(-c3ccc(F)cc3)nc2n1,1.7,14.1,2.2,-20.4,3.9,2.8,-3.6,0.1,0.5,20.4
O=[N+]([O-])c1ccccc1S(=O)(=O)NCCc1ccncc1,-0.2,-2.3,3.4,-14.4,-0.9,-0.4,8.3,0.0,-2.4,14.4
CCOc1cc(C(c2c(C)[nH][nH]c2=O)c2c(C)[nH][nH]c2=O)ccc1OS(=O)(=O)c1ccccc1,-1.3,-17.7,0.7,-15.2,-0.1,-3.6,2.3,-0.2,-0.5,15.2
COc1ccc(NC(=O)c2nn(C)cc2[N+](=O)[O-])cc1,-1.5,-10.2,4.1,-16.7,5.3,4.8,-0.4,-0.4,-1.8,16.7
COc1ccc(-c2cn3c(C)c(C(=O)Nc4cccc(C)n4)sc3n2)cc1,-1.9,12.9,1.6,67.1,0.2,-0.6,17.1,-1.3,1.4,-67.1
O=C1Nc2ccccc2C(O)(C(=O)NCc2ccco2)N1c1ccc(Cl)cc1 (centres undefined),0.9,10.3,·,-1.3,1.3,·,14.6,-2.4,1.8,1.3
O=C(COCC(=O)Nc1cccc(C(F)(F)F)c1)Nc1cccc(C(F)(F)F)c1,-1.9,·,4.2,-29.4,-0.7,·,16.1,-0.3,-1.2,29.4
COc1ccccc1CNS(=O)(=O)c1c(C(=O)N2CCCC2)c(C)n(C)c1C,0.0,11.7,0.5,1.0,3.2,-0.7,1.3,-2.6,-3.8,-1.0
COc1ccc(C2NC(=O)NC(C)=C2[N+](=O)[O-])cc1 (centres undefined),0.3,·,1.4,-49.1,0.2,-2.0,-11.9,-0.5,·,49.1
O=C(Cn1c(NCCO)nc2ccccc21)c1ccc(F)cc1,1.7,·,5.3,5.4,-0.8,-4.7,0.5,-0.8,-14.2,-5.4
Cc1sc2nc(C3CC3)nc(N3CCN(C(=O)c4ccc(F)cc4)CC3)c2c1C,0.1,-8.8,1.3,42.4,2.0,-1.6,16.1,-0.9,-2.6,-42.4
Cc1ccc(S(=O)(=O)c2c(N)n(NC(=O)C3CC3)c3nc4ccccc4nc23)cc1,-0.9,-1.7,2.6,-28.3,1.4,-3.6,-3.3,-3.6,·,28.3
CC(C)Oc1ccc(S(=O)(=O)N2CCCCC2)cc1NC(=O)C1=COCCO1,1.4,4.5,-0.8,9.4,2.1,0.9,2.1,-1.6,1.1,-9.4
CCS(=O)(=O)C1=NSC2=NC(=O)/C(=C\c3ccc(OS(=O)(=O)c4ccccc4)cc3)C(=N)N21,-1.0,-9.0,·,31.2,2.4,·,-9.2,-2.3,-20.0,-31.2
O=C(Nc1ccccc1[N+](=O)[O-])c1cccc(N2C(=O)CCC2=O)c1,1.4,-6.1,3.7,1.7,7.3,-0.9,3.5,-2.4,-2.8,-1.7
CCOC(=O)c1ccc(NC2c3ccccc3C(=O)N2c2ccccn2)cc1 (centres undefined),-1.3,6.5,3.5,17.2,0.5,-2.4,-6.3,-1.6,·,-17.2
O=C(O)CCC(=O)Nc1cccc(C(=O)Nc2cccc(Cl)c2)c1,-0.5,-1.3,1.1,3.3,0.3,·,2.4,-1.0,3.7,-3.3
COc1ccc(N2CCN(CCNC(=O)C3CCN(S(=O)(=O)c4cccs4)CC3)CC2)cc1,-1.0,-0.6,·,7.0,-2.5,-0.2,1.3,0.0,0.6,-7.0
O=C(c1ccco1)N1CCN(C(=O)c2cc(-c3ccccn3)nc3ccc(Cl)cc23)CC1,-0.2,-4.5,2.8,-31.6,2.7,·,1.5,-0.9,-5.0,31.6
COc1ccc(S(=O)(=O)N(C)C)cc1NC(=O)Cc1ccc(S(=O)(=O)N2CCOCC2)s1,·,-9.1,3.0,-7.0,·,-1.2,19.7,-2.6,-1.6,7.0
CCCC(C)NC(=O)COc1ccc(S(=O)(=O)N2CCCC2)cc1 (centres undefined),0.6,4.7,2.6,-5.3,0.3,-1.1,-0.9,-4.1,-2.5,5.3
CC(Oc1ccc(Cl)cc1)C(=O)Nc1sccc1C(N)=O (centres undefined),3.0,-13.1,0.8,37.4,2.1,1.5,-5.1,16.1,-6.5,-37.4
O=C(CSc1nnc2c(n1)[nH]c1ccccc12)NCc1ccccc1F,-1.7,-1.3,-0.7,·,-1.1,-2.8,6.1,-2.9,-0.4,·
Cc1cccc(NC(=O)CN2CCN(C(=O)CN3C(=O)NC4(CCCCC4C)C3=O)CC2)c1C (centres undefined),·,10.2,2.4,34.2,·,-0.4,-13.8,-1.4,-0.8,-34.2
CCCCCn1c(=O)[nH]c2cc(C(=O)NCCN(CC)CC)ccc2c1=O,0.3,9.0,4.0,-13.6,1.0,·,4.9,-2.0,-7.8,13.6
CNC(=S)NC1CC2CCC(C1)N2Cc1ccccc1 (centres undefined),2.5,-8.1,4.3,-4.4,2.1,·,1.2,-1.6,0.9,4.4
COc1ccc(N2CCOCC2)c(NC(=O)COc2cccc(C)c2C)c1,0.6,-12.7,2.4,38.4,-1.8,-2.7,8.1,-0.8,-1.0,-38.4
O=C(CN1CCCCC1)Nc1cc(S(=O)(=O)N2CCOCC2)ccc1N1CCCC1,-1.1,-2.8,2.7,-25.0,0.6,1.8,2.9,-0.9,-4.4,25.0
Cc1n[nH]c(C)c1S(=O)(=O)N(CC(=O)NC1CCCC1)c1ccc(C(C)C)cc1,0.1,7.1,2.9,7.2,3.3,-2.0&-3.0,4.3,-0.9,0.3,-7.2
O=C1C(Cc2ccccc2)Nc2ncnc(N3CCN(c4ccccc4)CC3)c2N1Cc1ccc(Cl)cc1 (centres undefined),2.7,7.7,2.6,3.2,3.2,-8.3,-6.7,-0.1,-4.6,-3.2
COc1cc(/C=C(\C#N)c2nc3ccccc3[nH]2)ccc1Oc1ccc([N+](=O)[O-])cn1,-2.2,15.8,-0.2,73.9*,1.1,·,1.8,-1.4,-5.4,-73.9
O=C1c2ccccc2N2C(=O)c3ccccc3C2N1Cc1ccco1 (centres undefined),0.4,2.6,·,0.7,2.5,0.4,0.0,-1.3,-5.0,5.6
COc1ccc(NC(=O)CN(C)S(=O)(=O)c2ccc(Br)s2)cc1OC,-2.8,4.7,2.7,13.6,2.2,0.4,-7.2,-0.7,0.0,-13.6
COc1ccc2[nH]cc(CCNC(=O)Cn3cc(C)c(=O)[nH]c3=O)c2c1,·,-2.0,3.2,-7.3,·,-1.1,1.3,-0.7,-5.1,7.3
COc1ccc(N2CCN(CCNC(=O)Nc3cc(Cl)ccc3Cl)CC2)cc1,·,-5.5,3.1,64.3,·,-1.6,8.2,-3.1,-1.3,-64.3
COc1ccc(NC(=O)Cn2c(=O)n(CC3CCCO3)c(=O)c3cc(OC)c(OC)cc32)c(OC)c1 (centres undefined),0.9,8.3,1.9,·,0.9,-1.4,4.7,-1.3,·,·
CCN(CC(=O)Nc1c(F)cccc1F)C(=O)CNC(=O)c1cccs1,1.6,-11.2,0.3,0.9,0.6,38.2*,1.0,-3.1,4.1,-0.9
CCCCSc1nnc2nc(C)cc(C)n12,-1.3,·,-1.7,29.3,1.9,·,-2.2,-0.9,0.9,-29.3
COC(=O)c1c(NC(=S)NNC(=O)c2ccc(Cl)s2)sc(C(=O)N(C)C)c1C,0.9,5.5,3.5,5.8,2.0,0.9,-3.8,-1.5,1.7,-5.8
Cn1nnnc1SCC(=O)N(C1CCCCC1)C1CCS(=O)(=O)C1 (centres undefined),0.0,-4.1,5.1,-12.0,-0.8,·,-4.4,0.0,0.3,12.0
COCCSc1ccccc1C(=O)Nc1ccc(Cl)cc1,-0.7,9.3,1.8,39.5,0.1,1.2,-2.5,-3.2,-2.2,-39.5
O=C(NC(=S)Nc1cccc([N+](=O)[O-])c1)c1ccco1,0.8,21.3,3.7,-29.4,0.2,13.8,-7.1,-0.2,-3.0,29.4
Cc1ccc2c(CC(=O)Nc3ccc(N4CCN(C)CC4)cc3C)coc2c1,0.6,·,3.1,·,5.7,·,?,11.3,-1.5,·
CC(C)CCN(C(=O)C1=COCCO1)c1c(N)n(Cc2ccccc2)c(=O)[nH]c1=O,0.3,-2.3,4.5,-13.4,-0.9,1.7,-2.6,-2.4,4.6,13.4
